Assay outcomes from PubChem BioAssay.
Tb PFK block – qHTS Assay to Find Inhibitors of T. brucei phosphofructokinase; T. brucei PFK, ADP-Glo luminescence; actives 0.17% (n = 330,000); AID 485367, 2010; Potency, µM (top dose mostly 57.5 µM), for inactives: at the top dose activity, negative = inhibition, most hits filed as inhibitors; ATP-dependent 6-phosphofructokinase (Trypanosoma brucei brucei), O15648;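 note: potency is the fitted concentration of half-maximal effect; 0% = uninhibited 1x PFK enzyme wells and -100% = no-enzyme wells; nearly all actives have a fitted effect of over 60% in size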
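PFK 1.25 nM, F6P 0.5 mM, ATP 0.1 mM, 0.1 M TEA pH 8.0, 5 mM MgCl2, 0.01% Tween20, 0.1% BSA; 45 min RT. ADP-Glo readout. qHTS titration up to 57 uM; curves fitted, compounds curve-classed.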
RORg inh – qHTS for inhibitors of ROR gamma transcriptional activity | Nuclear receptor ROR-gamma (Mus musculus), P51450 | Drosophila S2 Gal4-RORgamma UAS-luciferase reporter, 20 h | Potency, µM (series often up to 53.6 µM), for inactives: at the highest dose activity change, negative = inhibition, hits mostly inhibitors | actives 5.4% (n = 310,000); note: potency is the fitted concentration of half-maximal effect; % is set by controls: 0 for no effect and ±100 for the full control effect; nearly all actives have a fitted effect of over 60% in size
Target sequence (P51450 whole entry, looked up, the tested form may be a part): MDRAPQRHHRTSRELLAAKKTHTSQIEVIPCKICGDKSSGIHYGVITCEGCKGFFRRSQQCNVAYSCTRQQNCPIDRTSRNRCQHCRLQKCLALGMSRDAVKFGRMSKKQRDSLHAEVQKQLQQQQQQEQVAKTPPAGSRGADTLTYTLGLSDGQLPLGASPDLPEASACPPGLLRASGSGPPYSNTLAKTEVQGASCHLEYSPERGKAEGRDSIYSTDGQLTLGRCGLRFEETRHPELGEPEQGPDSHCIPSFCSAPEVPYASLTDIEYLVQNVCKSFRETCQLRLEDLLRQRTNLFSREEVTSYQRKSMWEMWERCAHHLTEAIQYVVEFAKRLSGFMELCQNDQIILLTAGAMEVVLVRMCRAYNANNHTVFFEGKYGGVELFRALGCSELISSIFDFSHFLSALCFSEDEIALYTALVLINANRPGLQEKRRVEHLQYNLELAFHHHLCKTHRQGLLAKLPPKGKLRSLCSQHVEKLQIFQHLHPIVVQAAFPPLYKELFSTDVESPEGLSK
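Luciferase reporter read in Schneider cells carrying Gal4-RORγ (mouse) and UAS-Photinus luciferase; cells given compound 1 h before 700 uM copper sulfate induction, then incubated 20 h at ambient temperature.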
NPC1 promoter act – qHTS Assay for NPC1 Promoter Activators. Potency, µM (series often up to 9.22 µM), for the others: at the highest dose activation, actives largely listed as activators. actives 2.4% (n = 320,000). Huh7 NPC1 promoter luciferase reporter, 24 h;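 note: potency is the fitted concentration of half-maximal effect; % of control where 0% means no effect; nearly all actives have a fitted effect of over 60% in size; reporter is driven by a mutant NPC1 promoter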
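Luminescence from an NPC1 promoter-driven luciferase reporter in stably transfected Huh7 cells was measured after 24 h compound treatment at 37 °C, followed by 10 min ambient incubation with luciferase detection reagent.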
KCNH2 3.1 block – qHTS for Inhibitors of KCHN2 3.1: Mutant qHTS; Potassium voltage-gated channel subfamily H member 2, brain isoform KCNH2 3.1 (human); U2OS KCNH2 3.1, thallium flux FluxOr; hits give low values; activity change, % (tested at about 1.8 µM); actives 0.95% (n = 340,000); AID 720553, 2013;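 active = maximum activity change below -70%; inconclusive = maximum activity change from -70% to -50%; inactive = maximum activity change above -50%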;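 note: thallium influx rate constant from kinetic fluorescence after stimulation buffer; % is set by controls: 0 for no effect and ±100 for the full control effect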
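Thallium flux read-out: FluxOr dye with Red40 quencher in HBSS/HEPES, 45 min at RT. Rate constants from kinetic reads were normalized to positive and negative DMSO controls. Cells: U2OS virally expressing the 3.1 isoform.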
Rab9 prom act – qHTS Assay for Rab9 Promoter Activators | Huh7 Rab9 promoter-luciferase reporter, luminescence, 24 h | Potency, µM (top dose mostly 9.22 µM), for inactives: at the highest dose activation, negative = inhibition, most hits filed as activators | actives 2.8% (n = 320,000) | AID 485297, 2010; note: potency is the fitted concentration of half-maximal effect; % of control where 0% means no effect; nearly all actives have a fitted effect of over 60% in size
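Promoter activation is measured as luciferase luminescence in Huh7 cells stably transfected with a Rab9 promoter–luciferase construct, following 24 h compound exposure at 37 °C and 10 min reagent incubation at ambient temperature.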
Giardia killer – Small Molecules that selectively kill Giardia lamblia: qHTS; Giardia lamblia trophozoite viability; activity change, % at 7.66 µM, hits read low; actives 0.15% (n = 340,000); in the data active = activity change below about -80%; inconclusive = between about -30% and that limit;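 note: parasites exposed to compound for two days anaerobically before the ATP read; % is set by controls: 0 for no effect and ±100 for the full control effect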
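Viability, read as ATP luminescence: trophozoites at 100 cells/well, compound added, 48 hrs anaerobic at 37 deg C, then 15-30 min room-temperature development before reading.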
uPA generation – qHTS for Inhibitors of Cell Surface uPA Generation; Potency, µM (series often up to 38.3 µM), inactives show at the top dose activity change, negative = inhibition, actives largely listed as inhibitors; cell surface uPA generation assay, qHTS; AID 540303, 2011; actives 0.31% (n = 330,000); active = well fitted inhibition curve with a large enough effect; inconclusive = small, poorly fitted or top-dose-only effect; inactive = no such curve, though single readings can be large or run the other way; tested in mouse RAW 264.7 cells; note: potency is the fitted concentration of half-maximal effect; % is set by controls: 0 for no effect and ±100 for the full control effect; nearly all actives have a fitted effect of over 55% in size
Gal4-VP16 FLuc – VP16 counterscreen qHTS for inhibitors of ROR gamma transcriptional activity. Potency, µM (top dose mostly 53.6 µM), for the others: at the top dose activity, negative = inhibition, hits mostly inhibitors. actives 3.5% (n = 310,000). Drosophila S2 Gal4-VP16 UAS-luciferase, luminescence, 20 h. AID 2546, 2010;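 note: Gal4-VP16 expression switched on by copper sulfate through the metallothionein promoter; potency is the fitted concentration of half-maximal effect; % is set by controls: 0 for no effect and ±100 for the full control effect; nearly all actives have a fitted effect of over 50% in size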
Coupling enz – qHTS Assay for Inhibitors of Fructose-1,6-bisphosphate Aldolase from Giardia Lamblia: Coupling assay counterscreen | AID 2472, 2010 | activity change, negative = inhibition, % at 58.2 µM, hits read low | actives 0.67% (n = 290,000) | coupling enzyme system counterscreen, AmpLite Red fluorescence; in the data active = activity change below about -30%; note: % is set by controls: 0 for no effect and ±100 for the full control effect
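Counterscreen lacking aldolase: glyceraldehyde-3-phosphate coupling-enzyme reagent preincubated 10 min at RT with compound (at 57.5 uM final), then substrate/coupling system with AmpLite Red added; fluorescence read at 525/598 nm after 20 min RT.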
ELG1 genotoxic – qHTS screen for small molecules that induce genotoxicity in human embryonic kidney (HEK293T) cells expressing luciferase-tagged ELG1; HEK293T ELG1-luciferase reporter, luminescence, 16 h; Potency, µM (series often up to 46 µM), for the others: top-dose activity change, positive = activation, most hits filed as activators; actives 1.3% (n = 330,000); AID 504466, 2011; note: potency is the fitted concentration of half-maximal effect; % of control where 0% means no effect; nearly all actives have a fitted effect of over 60% in size
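Cells (2,000/well) expressing the ELG1-luciferase fusion are dosed by pin tool and kept 16 hr at 37 °C, 5% CO2. Signal comes from ONE-Glo luciferase reagent after 30 min at room temperature.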
FLuc modulator – qHTS profiling assay for firefly luciferase inhibitor/activator using purifed enzyme and Km concentrations of substrates (counterscreen for miR-21 project); Luciferin 4-monooxygenase (Photinus pyralis), P08659; purified FLuc, Km substrates, luminescence inhibition; Potency, µM (top dose mostly 57.5 µM), without a hit: at the highest dose activity change, negative = inhibition, usual class: inhibitors; actives 6.9% (n = 360,000);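 note: potency is the fitted concentration of half-maximal effect; plate controls were vehicle for no effect and reference inhibitor for full effect; nearly all actives have a fitted effect of over 55% in size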
Target sequence (P08659 whole entry, looked up): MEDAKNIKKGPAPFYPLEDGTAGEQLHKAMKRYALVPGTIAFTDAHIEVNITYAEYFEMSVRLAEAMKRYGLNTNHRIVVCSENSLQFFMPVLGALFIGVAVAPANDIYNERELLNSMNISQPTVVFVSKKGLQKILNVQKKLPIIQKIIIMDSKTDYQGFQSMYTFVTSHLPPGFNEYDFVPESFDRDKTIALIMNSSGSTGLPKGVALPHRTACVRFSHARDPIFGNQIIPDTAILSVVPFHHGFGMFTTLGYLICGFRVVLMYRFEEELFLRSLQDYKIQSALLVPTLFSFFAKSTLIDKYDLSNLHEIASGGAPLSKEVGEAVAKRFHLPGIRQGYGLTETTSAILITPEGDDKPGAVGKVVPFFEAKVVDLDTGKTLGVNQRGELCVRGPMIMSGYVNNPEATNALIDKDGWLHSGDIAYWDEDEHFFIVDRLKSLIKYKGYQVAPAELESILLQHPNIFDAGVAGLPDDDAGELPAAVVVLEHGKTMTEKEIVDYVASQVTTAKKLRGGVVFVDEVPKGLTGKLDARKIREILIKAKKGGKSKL
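Purified P. pyralis luciferase (10nM final) with 10uM D-luciferin and 10uM ATP (Km levels) in 50mM Tris acetate pH 7.5, 10mM Mg acetate, 0.01% Tween-20, 0.05% BSA; qHTS 6-point titration, ~60 µM downward; luminescence read.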
* hit, by the source's call; ? = inconclusive; . = not tested or not shown; [ ] = dose if it differs, or a comment. Unless noted, calls come from the whole dose curve; as a rule, active = well fitted curve in the direction sought with a large enough effect; inconclusive = small, poorly fitted or top-dose-only effect, or another doubt; inactive = no such curve, though single readings can be large; an effect the other way counts as inactive or inconclusive.

SMILES	Tb PFK block	RORg inh	NPC1 promoter act	KCNH2 3.1 block	Rab9 prom act	Giardia killer	uPA generation	Gal4-VP16 FLuc	Coupling enz	ELG1 genotoxic	FLuc modulator
Fc1ccc(Oc2nc(-c3ccccc3)nnc2C(F)(F)F)cc1	-10.3%	24.3%	0.4%	-14.0	1.0%	15.3	-3.9%	-15.8%	-11.3	0.1%	0.2%
CSc1ccc(S(=O)(=O)NCc2ccccc2C)cc1	1.5%	34.9%	-0.6%	3.6	1.3%	12.0	0.8%	0.9%	-1.5	-0.3%	1.6%
CCCCNC(=S)N(C)/N=C/c1ccc(OCC(=O)Nc2c(C)cc(C)cc2C)c(OC)c1	-0.5%	-1.4%[10 µM]	-10.0%	15.6	-8.2%	35.6[activator]	1.9%	3.1%	-1.1	0.4%	1.9%
COC(=O)COc1ccc(NS(=O)(=O)c2cccc([N+](=O)[O-])c2)cc1	-1.7%	-25.0%	4.1%	-0.7	4.2%	1.0	0.0%	-1.6%	0.9	-0.1%	-0.6%
O=C(Nc1ccccc1N1CCOCC1)c1cc(=O)[nH]c2ccccc12	-1.5%	.	-11.7%	-3.3	0.9%	5.9	-24.6%	.	.	-0.4%	-1.1%
Cc1nn(C(=O)c2ccco2)c(C)c1Sc1ccc(Cl)cc1	-0.1%	3.1%	-3.2%	-3.8	-4.3%	7.0	10.6%	-3.3%	-1.2	2.7%	0.4%
CCN1CCN(c2nc3c(c(=O)[nH]c(=O)n3C)n2Cc2ccccc2F)CC1	-2.2%	34.7%[1.91 µM]	-3.3%	?	-0.7%	-23.3	-7.7%	-4.6%	2.0	0.0%	5.6%
COc1ccc(C2Nc3ccccc3C(=O)N2c2ccccc2)cc1Cn1cc([N+](=O)[O-])cn1 (stereo not given)	-6.9%	?	1.6%	.	-3.7%	8.5	0.3%	6.9%	2.6	-3.7%	-3.2%
O=C(COC(=O)/C=C/c1cccc(C(F)(F)F)c1)Nc1cccc2ccccc12	1.4%	20.8%	0.0%	4.8	0.9%	-3.0	6.6%	-1.9%	-0.4	-0.6%	-2.4%
COc1ccc2c(c1)c(=O)c(Br)c(C)n2Cc1ccccc1	-5.4%	?	-0.4%	5.7	-0.1%	1.0	10.7%	-13.5%	-0.1	-3.9%	-3.0%
O=C(NC1CCCCC1)C12CC3CC(CC(Cl)(C3)C1)C2	3.2%	4.3%	1.6%	-18.0	-1.8%	-11.8	0.4%	-1.0%	1.5	0.4%	1.5%
Cc1cc(C)n(CCCN2C(=O)c3cccc4cccc(c34)C2=O)n1	4.8%	-10.4%	-10.0%	14.3	-11.1%	17.1	-3.6%	12.8%[10 µM]	-1.5	-4.1%	0.0%
COc1cccc(C(=O)Nc2nnc(S(=O)(=O)Nc3cccc(C)c3)s2)c1	-0.9%	16.5%	1.0%	-2.8	-0.4%	-10.6	1.0%	0.4%	2.2	10.3%	-17.8%
Cc1nc(S/C(=C/c2ccc(-c3cc(Cl)ccc3C)o2)C(=O)O)n[nH]1	-4.8%	24.1%	-5.7%	9.5	-0.2%	-20.1	3.1%	2.8%	-7.9	0.9%	26.9µM*
CC1(C)CC(=O)c2sc(NS(=O)(=O)c3cc(Cl)ccc3Cl)nc2C1	3.6%	-1.1%	0.6%	16.6	0.9%	-9.8	2.5%	-13.4%	8.0	-0.5%	-15.5%
CCN(CC)S(=O)(=O)c1ccc(NC(=O)C(OC)c2ccccc2)cc1 (stereo not given)	.	20.7%	.	3.9	.	7.6	1.1%	5.4%	-0.2	.	1.4%
CCN1C(=O)[C@@H]2[C@@H](c3ccc(-c4cccc(Cl)c4)cc3)N3CCC[C@@]3(C(=O)OC)[C@@H]2C1=O	-9.1%	.	-0.1%	16.7	-5.6%	-3.8	2.7%	.	.	-3.2%	3.4%
CC(=O)Nc1nnc(-c2ccco2)o1	0.0%	-19.1%	-9.7%	-13.4	-3.4%	-20.8	3.4%	5.5%	0.5	-11.8%	3.6%
COc1cccc(NC(=O)Cn2c(=O)n(-c3cc(OC)c(OC)c(OC)c3)c(=O)c3ccccc32)c1	-1.6%	6.9%	-5.6%	?	0.1%	-9.3	4.2%	-3.2%	0.2	?	-1.5%
COc1cc(C(=O)N/N=C/c2cn(Cc3cccc(F)c3)c3ccccc23)ccc1O	-15.1%	?	-2.8%	.	0.9%	-1.9	-5.1%	?	-0.5	0.4%	?
CC1=C(C(=O)OCc2ccccc2)C(c2ccc(C)o2)C2=C(CCCC2=O)N1 (stereo not given)	-8.7%	-6.4%[0.365 µM]	-0.6%	1.3	-0.5%	-22.6	2.7%	.	-1.3	8.3%	3.5%
COC(=O)c1ccc2c(=O)n(Cc3ccc(C(=O)NCCCN4CCOCC4)cc3)c(=S)[nH]c2c1	-4.1%	0.8%	0.7%	-15.3	-0.5%	32.3[activator]	-6.0%	-29.8%	.	1.9%	-2.4%
CC(C)c1ccccc1NC(=O)c1ccccc1NC(=O)C1CCCCC1	-2.2%	?	-0.2%	-7.6	-5.2%	-7.6	5.5%	-1.7%	1.0	0.1%	7.1%
COc1ccc(S(N)(=O)=O)cc1C(=O)OCC(=O)Nc1sccc1C#N	0.0%	.	.	8.1	.	-8.8	4.1%	.	.	-0.3%	.
Cc1cc(-c2ccc([N+](=O)[O-])cc2)nc2ccccc12	9.1%	61.9%	0.7%	3.0	0.6%	-3.3	-1.0%	-0.4%	1.0	8.2%	?

Next section.
SMILES	Tb PFK block	RORg inh	NPC1 promoter act	KCNH2 3.1 block	Rab9 prom act	Giardia killer	uPA generation	Gal4-VP16 FLuc	Coupling enz	ELG1 genotoxic	FLuc modulator
COC(=O)c1c(CSc2cccc(C)c2)noc1C(=O)NCc1ccco1	2.9%	?	-4.6%	1.1	-5.9%	-4.6	-13.1%	-11.9%	1.9	0.6%	-1.7%
C/C(=N\NC(=O)c1ccccc1O)c1cccs1	-4.8%	?	0.562µM*	-0.1	0.562µM*	-27.5	-12.1%	?	-5.4	?	7.57µM*
COc1ccc(CCNC2=C(Cl)C(=O)N(CCc3ccc(OC)c(OC)c3)C2=O)cc1OC	-1.2%	6.0%	-0.6%	4.6	2.4%	-1.6	-8.8%	-4.5%	-1.1	-10.5%	-1.0%
COc1ccc(-c2ccc(OC)c([C@H]3[C@@H]4C=CCC[C@@]4(C)C(=O)N3Cc3ccccc3)c2)cc1OC	3.0%	35.4%	-12.1%	-20.0	-8.0%	2.1	?	-0.9%	-1.4	-0.4%	-2.9%
Cc1cc(C)c(C)c(S(=O)(=O)N2CCN(CC(=O)c3c(N)n(Cc4ccccc4)c(=O)n(C)c3=O)CC2)c1C	0.7%	4.9%	-4.2%	-10.8	-14.2%	9.3	?	?	-2.9	-6.6%	-0.6%
CCOC(=O)N1CCN(CCC(=O)Nc2cc(OC)ccc2OC)CC1	-0.6%	1.5%	-3.8%	-5.7	-3.9%	6.5	8.4%	2.6%	0.9	0.0%	1.2%
C=CCNS(=O)(=O)c1ccc(OCC(=O)OC)cc1	0.9%	-11.1%	0.9%	7.3	5.8%	3.2	5.5%	-0.5%	3.9	-2.5%	-1.2%
CCOc1ccc(OCC)c(Nc2cc(C)nc3ncnn23)c1	3.1%	-32.0%	-8.8%	24.6	-4.5%	-2.8	-7.7%	-4.9%	-1.8	20.6µM*	-0.7%
O=C(NC1CCCC1)c1ccc2nc[nH]c2c1	-15.2%	27.1%	-1.1%	-6.1	-0.4%	6.8	7.0%	2.4%	-0.3	5.5%	-0.9%
CCc1cc2c(CN3CCN(Cc4ccccc4)CC3)cc(=O)oc2cc1O	15.5%	-3.3%	1.4%	-0.2	16.4%	4.7	-0.6%	3.3%	-3.2	-9.6%	-2.2%
COc1ccc(CNC(=O)c2ccc(S(=O)(=O)NCc3ccco3)cc2)cc1	-3.8%	.	8.5%	-19.6	-6.5%	11.7	3.8%	.	.	-0.3%	.
COc1ccc(N(CC(=O)NCCSc2ccccc2)S(=O)(=O)c2ccccc2)cc1OC	0.3%	-17.5%	2.8%	-2.5	11.0%	-3.0	-1.5%	4.4%	.	-0.8%	2.3%
Cc1cccc(C)c1NC(=O)CSc1cc(C(=O)c2nccn2C)c2ccccc2n1	-4.2%	14.8%	-0.3%	3.9	-2.9%	9.5	-1.8%	1.8%	-1.7	-4.3%	2.9%
Brc1ccc(CSc2nnc3ccccn23)cc1	-7.7%	-1.9%	24.1%	5.8	?	13.3	-5.1%	1.0%	6.0	?	-25.3%
